From PubChem
aSyn yeast inh – alpha-synuclein toxicity inhibition in yeast; 370,000 compounds, 0.14% hits; Potency, µM (titrated, usually from 46.1 µM), for inactives: at the highest dose growth rescue (activation), actives largely listed as activators; Yeast expressing alpha-synuclein, growth rescue, BacTiter-Glo, 24 h; AID 652106; further: potency means the concentration at half of the fitted maximal effect; % of control where 0% means no effect; nearly all actives have a fitted effect of over 65% in size
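Rescue of yeast growth: cells expressing toxic alpha-synuclein, induced in galactose at OD600 0.02, incubated with compound 24 h at 30 C. ATP luminescence quantified growth; inhibitors of toxicity appear as activators.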
Abeta rescue – compounds reversing amyloid beta toxicity in yeast. 410,000 compounds, 0.063% hits. Potency, µM (doses to about 46.1 µM), for inactives: top-dose growth rescue, usual class: activators. yeast expressing A-beta42, growth rescue, OD600, 48 h; response scale: 0% DMSO, 100% iron-clioquinol control. AID 1347071; further: potency means the concentration at half of the fitted maximal effect; nearly all actives have a fitted effect of over 55% in size
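Growth rescue measured by 600 nm absorbance after 48 h yeast culture at 30 C with compound. Values normalized between DMSO and an equimolar ferric chloride plus clioquinol control.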
GLP1R cytotox – cytotoxicity in counter-screen for GLP-1R inverse agonists. HEK293 cAMP-luciferase reporter cells, luminescence, 24 h. Potency, µM (series often up to 38.3 µM), for inactives: top-dose activity change, negative = inhibition, usual class: inhibitors. 410,000 compounds, 0.13% hits. AID 624418;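 further: loss of luciferase light is scored as toxicity; potency means the concentration at half of the fitted maximal effect; on the % scale 0 is the no-effect control and ±100 the full control effect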
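Quantitative HTS format, 1536 wells, 200 cells/uL seeded. Compounds: 23 nL, 24 h, 37 °C. Detection: luciferase reagent, luminescence at 12 min RT; decreased signal taken as cytotoxic.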
PTHR1 ag – PTHR1 (human) receptor agonism | Q03431 | HEK293 GP2 PTHR1 cells, GloSensor cAMP luminescence, 1 h | Potency, µM (top dose mostly 115 µM), for inactives: top-dose activation, actives largely listed as activators | 410,000 compounds, 0.075% hits | AID 743266; further: potency means the concentration at half of the fitted maximal effect; nearly all actives have a fitted effect of over 55% in size; some results filed as inactive show a strong effect at the top dose; inactives centre near -15; many of its hits are not listed in these tables
Target sequence (Q03431 whole entry, looked up): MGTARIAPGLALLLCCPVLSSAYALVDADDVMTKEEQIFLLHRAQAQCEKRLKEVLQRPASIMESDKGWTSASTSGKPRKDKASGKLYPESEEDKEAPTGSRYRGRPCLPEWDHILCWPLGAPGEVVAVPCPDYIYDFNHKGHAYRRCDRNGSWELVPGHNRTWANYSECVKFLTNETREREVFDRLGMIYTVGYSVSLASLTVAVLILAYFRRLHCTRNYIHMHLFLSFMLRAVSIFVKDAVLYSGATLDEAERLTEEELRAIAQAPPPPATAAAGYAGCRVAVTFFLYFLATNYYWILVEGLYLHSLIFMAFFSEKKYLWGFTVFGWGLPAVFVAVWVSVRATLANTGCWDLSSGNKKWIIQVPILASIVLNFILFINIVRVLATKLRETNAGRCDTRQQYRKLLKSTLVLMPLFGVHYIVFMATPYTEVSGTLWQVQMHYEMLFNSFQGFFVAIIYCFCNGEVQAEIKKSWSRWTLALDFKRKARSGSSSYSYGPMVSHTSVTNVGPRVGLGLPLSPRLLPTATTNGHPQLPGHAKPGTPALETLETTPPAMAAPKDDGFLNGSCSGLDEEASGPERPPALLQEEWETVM
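HEK-293-derived GP2 cells expressing PTHR1 and a GloSensor cAMP reporter, 3,000/well, plated overnight, given luciferin plus IBMX (each 0.5 mM as added) for 1 h at 37 °C, then compound for 1 h at 37 °C. Luminescence was read after 15 min at room temperature.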
Akt phos inh – blocks phosphorylation of Akt; activity change, % for hits at 50 µM; 360,000 compounds, 0.32% hits; AID 651550; Neuro2A IGF-stimulated pAkt S473 HTRF, 20 min; active compounds read low; in the data active means activity change below about -80%; inconclusive means mostly about -51% to -80%; further: on the % scale 0 is the no-effect control and ±100 the full control effect
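Neuro2A cells in DMEM with 0.5% FBS, overnight at 37 deg C, given compound at single 50 µM final, then IGF (6 nM final) for 20 min at 37 deg C. Lysed; phospho-Akt Ser473 by HTRF after 24 h, 665/615 ratio.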
GLP-1R inv ag – GLP-1 receptor (human) inverse agonism; 410,000 compounds, 1.6% hits; AID 624417; HEK293 GLP-1R CRE-luciferase, luminescence, 24 h; GLP-1R form is constitutively active; Potency, µM (titrated, usually from 38.3 µM), for inactives: top-dose activity change, negative = inhibition, actives largely listed as inhibitors; further: potency means the concentration at half of the fitted maximal effect; on the % scale 0 is the no-effect control and ±100 the full control effect; nearly all actives have a fitted effect of over 55% in size
Target sequence (P43220 whole entry, looked up): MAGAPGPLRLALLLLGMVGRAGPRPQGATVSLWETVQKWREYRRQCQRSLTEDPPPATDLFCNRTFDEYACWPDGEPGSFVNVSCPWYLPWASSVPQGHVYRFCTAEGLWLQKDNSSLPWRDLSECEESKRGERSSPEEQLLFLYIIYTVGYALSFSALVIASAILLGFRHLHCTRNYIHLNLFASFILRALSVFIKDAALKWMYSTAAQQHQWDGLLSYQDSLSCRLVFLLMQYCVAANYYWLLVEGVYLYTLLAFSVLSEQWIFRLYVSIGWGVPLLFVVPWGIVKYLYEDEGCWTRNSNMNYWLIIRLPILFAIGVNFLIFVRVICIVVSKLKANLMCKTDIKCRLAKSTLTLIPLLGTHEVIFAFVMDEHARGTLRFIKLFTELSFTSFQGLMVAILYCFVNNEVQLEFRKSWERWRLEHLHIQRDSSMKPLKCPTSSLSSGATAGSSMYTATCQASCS
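Using stably transfected HEK293 (constitutively active GLP-1R, cAMP-luciferase reporter), compounds were incubated 24 hr and luciferase measured by luminescence.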
MmCpn inh – blocks the Methanococcus maripaludis chaperonin Mm-Cpn | purified Mm-Cpn ATPase, ADP Transcreener TR-FRET | Potency, µM (doses to about 76.9 µM), for inactives: at the highest dose activity, negative = inhibition, hits mostly inhibitors | 330,000 compounds, 0.031% hits | AID 504842; further: potency means the concentration at half of the fitted maximal effect; on the % scale 0 is the no-effect control and ±100 the full control effect; nearly all actives have a fitted effect of over 80% in size
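Measured: ADP formation by purified Mm-CPN. Conditions: 25 nM protein, 10 uM ATP, Tris pH 7.4 with Mg2+, K+ and DTT, 37°C for 30 min. Detection: Transcreener HTRF after 30 min at room temperature.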
TDP43 rescue – inhibitors of TDP-43 toxicity in yeast. 410,000 compounds, 1.8% hits. TDP-43 expressing yeast growth rescue, BacTiter-Glo, 24 h. Potency, µM (top dose mostly 46.1 µM), for inactives: top-dose growth rescue (activation), usual class: activators; further: potency means the concentration at half of the fitted maximal effect; % of control where 0% means no effect; nearly all actives have a fitted effect of over 50% in size
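Yeast expressing TDP-43 (pregrown in raffinose, seeded at OD600=0.02 in galactose medium) exposed to compounds 24 hr at 30 deg C. Growth read by BacTiter-Glo luminescence; rescue of toxicity appears as increased signal.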
FUS yeast rescue – FUS proteinopathy suppression in yeast. S. cerevisiae FUS-expressing, growth rescue, OD600, 24 h. Potency, µM (highest dose often 76.6 µM), for the others: at the top dose growth rescue (activation), usual class: activators. 390,000 compounds, 0.24% hits;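 further: potency means the concentration at half of the fitted maximal effect; plate controls were DMSO vehicle for no effect and reference control for full effect; nearly all actives have a fitted effect of over 55% in size; some results filed as inactive show a strong effect at the top dose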
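Yeast FUS proteinopathy model; galactose-induced FUS (2%), starting OD 0.005. Cpds in dilution series, 24hr, 30C, 99% humidity. Abs 600 nm growth. Pos ctrl CP55940 (top 92uM final); neg ctrl DMSO.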
* = called active by the depositor; i = inactive; u = inconclusive; x = no result given; & = joins results of further samples; [ ] = remark or other dose. Unless noted, the call rests on the fitted dose curve; in most records, active means well fitted curve in the direction sought with a large enough effect; inconclusive means small, poorly fitted or top-dose-only effect, or another doubt; inactive means no such curve, though single readings can be large; an effect the other way counts as inactive or inconclusive.

compound | aSyn yeast inh | Abeta rescue | GLP1R cytotox | PTHR1 ag | Akt phos inh | GLP-1R inv ag | MmCpn inh | TDP43 rescue | FUS yeast rescue
CCN(Cc1ccccc1)C(c1cccs1)c1nnnn1C1CCCCC1 (stereo not given) | -15% | -20% | -8% | i | x | u | 1% | -8% | 29%
CCN1CCN(CCNC(=O)c2ccc(CS(=O)c3ccc(Br)cc3)o2)CC1 (stereo not given) | -4% | 14% | -10% | i | i | -14% | -2% | -1% | -12%
C[C@@H]1CN([C@H](C)CO)C(=O)CCCn2cc(nn2)CO[C@H]1CN(C)S(=O)(=O)c1ccc(F)cc1 | 12% | -3% | -1% | 1% | i | 7% | x | -14% | -17%
CC(=O)Nc1ccc2c(c1)N(C(C)=O)c1ccccc1CC2 | -4% | 23% | 0% | -3% | i | 5% | -1% | -2% | 5%
NS(=O)(=O)c1ccc(CCNC(=O)CSc2nc3ccsc3c(=O)n2C2CC2)cc1 | -1% | -19% | -11% | i | i | 16% | 3% | -21% | x
COCCNC(=S)N(C)[C@H]1C[C@H]2c3cc(Oc4ccccc4C)ccc3CCN2C(=O)[C@H]1[C@H](C)O | 7% | -4% | -11% | -15% | i | u | x | 15% | u
C#CCNC(=O)C1=C[C@@H](c2ccc(Br)cc2)[C@H](CCCO)[C@@H](OCC)O1 | -4% | 7% | -9% | i | i | -5% | x | u | 3%
CC(C)(C)OC(=O)N1CCC(c2c(C(=O)N3CCCCC3)cnn2-c2cccc(F)c2)CC1 | x | -6% | 0% | i | x | 2% | x | -33%[inhibitor] | -13%
CCCCC(=O)NC(c1ccc(Cl)cc1)c1ccc2cccnc2c1O (stereo not given) | 24% | -76%[inhibitor] | 5% | i | i | u | x | u | -7%
N#C/C(=C\c1ccc(OCc2ccccc2)cc1)C(N)=O | 6% | 2% | 0% | i | i | 2% | -9% | 0% | 26%
COc1cc2cc3c(N)c(C(=O)NCc4ccco4)sc3nc2cc1OC | 0% | -11% | -14% | i | i | 81%[activator] | u | 10% | u
COc1c(O)ccc(C2NC(=O)NC(C)=C2C(=O)Nc2ccccc2C)c1[N+](=O)[O-] (stereo not given) | 1% | -1% | -1%[7.66 µM] | i | i | -2%[7.66 µM] | 2% | 10%[9.22 µM] | 5%
NCCNC(=O)c1ncsc1-c1cccc(F)c1 | 1%&1% | -14% | -1% | 1% | i | -19% | x | 10% | -30%
COc1cc(OC)cc(C(=O)N2CCN(c3ccc(N4CCOCC4)nn3)CC2)c1 | -6% | -13% | 41%[activator] | 0% | i | 14% | -2% | 0% | 15%
CCNC(=O)C1CC(=O)N(Cc2ccc(F)cc2)C(=Nc2ccc(OC)cc2)S1 (stereo not given) | 0% | 21% | -13% | -8%[57.5 µM] | i | -30% | -5% | -7% | 10%
COc1ccccc1/C=C\C(=O)NCC(=O)N/N=C/c1ccc(O)cc1O | 1% | -9% | -6% | -8% | i | u | 2% | -19% | -1%
CSc1ccccc1OCc1cc(C(=O)NC2CCc3ccccc32)no1 (stereo not given) | 0% | -3% | -4% | -28% | i | 2% | 0% | 2% | 35%
CCS(=O)(=O)N1CCN(S(=O)(=O)c2ccc(F)cc2)CC1 | -9% | 5% | -1% | -32% | i | 15% | 0% | -5% | 1%
O=[N+]([O-])c1cccc(-n2nnnc2CN2CCCC2)c1 | 3% | -3% | -9%[7.66 µM] | i | i | -6%[7.66 µM] | 1% | 8% | -12%
CCCNC(=O)C1CCN(S(=O)(=O)c2ccc3[nH]c(=O)ccc3c2)CC1 | -6% | -4% | 0% | -4% | i | 41%[activator] | 1% | 0% | 0%
Cc1ccc(CNC(=O)CCC2CCCN(Cc3cccc4ncccc34)C2)o1 (stereo not given) | u | -11% | -3%[7.66 µM] | -12% | i | -15%[7.66 µM] | -2% | 7%[9.22 µM] | 15%
COc1ccc(Cl)cc1CNC[C@H]1O[C@@H](n2ccc(N)nc2=O)[C@H](O)[C@@H]1O | u | 9% | -10% | -14% | i | 7% | x | 15% | -30%
CCOC(=O)N1CCC(NCCNC(=O)c2ccc(F)c(F)c2)CC1 | -1% | 5% | 10% | i | i | 0% | 2% | u | -27%
COc1ccccc1/C=C/C1C(C(=O)OCC(C)C)=C(C)N=C2SCCC(=O)N21 (stereo not given) | 2% | 12% | -8% | -19% | i | -21% | -1% | u | 33%
CC(C)Cc1nn2c(=O)cc(COC(=O)c3cccc(NC(=O)c4cccs4)c3)nc2s1 | x | -8% | -2% | -15% | x | 4% | x | 9% | -7%
CCC(C(=O)NCC1CCCO1)n1nc(C)c2sc3ccccc3c2c1=O (stereo not given) | 17% | -1% | -5% | i | i | -36% | 0% | 7% | 0%
COC(=O)c1cc(NC(=O)c2ccc(C)cc2)c(=O)oc1C | 8% | 4% | 2% | -8% | i | 10% | 1% | 3%[9.22 µM] | 0%
O=C1Nc2ccccc2-n2nnnc2C1N1CCc2ccccc2C1 (stereo not given) | -8% | 4% | -2% | i | i | 10% | x | 24% | -1%
O=C(Nc1ccc2c(c1)OCO2)N1CCC(CO)(CC2CCCCO2)CC1 (stereo not given) | -7% | -12% | -12% | i | i | -8% | 0% | -12% | 2%
CCCCNC(=O)NS(=O)(=O)c1ccc(C(=O)OC)o1 | 5% | -3% | -7% | i | i | 2% | 0% | 7% | 1%
CCCCN(C)C(=O)c1sc(=O)n(Cc2ccccc2C#N)c1C | 5% | -12% | -2% | i | i | -11% | x | 24% | 5%
CCOc1cc(C(=S)N2CCOCC2)cc(Br)c1OS(=O)(=O)c1ccccc1 | 1% | 20% | -11% | -58%[inhibitor] | i | -69% | -1% | 26% | u
Fc1ccc(-c2nc3ccc(Cl)cn3c2Cc2ccccc2C(F)(F)F)cc1 | u | -3% | -1% | i | i | u | x | 19% | 31%
CN(C)c1ccc(C(=O)NCC(c2cccs2)N2CCOCC2)cc1 (stereo not given) | -10% | -18% | 3% | 5% | i | 15% | 1% | -7% | -6%
CCCOc1cc(C)c(Cl)cc1S(=O)(=O)N(CC)CC | 1% | 5% | 1% | -17%[57.5 µM] | i | 2.5µM* | 1% | -2% | 17%
CCCc1cc(C(=O)Nc2sc(C(C)=O)c(C)c2C(=O)OCC)no1 | 0% | -3% | -16% | -21% | i | 5% | 2% | 3% | 0%
Oc1ccc(NCc2ccc(OCc3ccccc3Cl)cc2)cc1 | x | -22% | -26% | i | x | 12% | x | u | -3%
O=c1[nH]nc(CNc2ccc(O)cc2)c2ccccc12 | u | -14% | -23% | -2% | i | 79%[activator] | -3% | -1% | 30%
CC(=O)c1cccc(NC(=O)CN2C(=O)C3C4C=CC(C4)C3C2=O)c1 (stereo not given) | 0% | 2% | 1% | -11%[57.5 µM] | x | -5% | 3% | -23% | 47%
O=C(O)c1ccccc1CC(CCc1ccccc1)C(=O)O (stereo not given) | -5% | 23% | -8% | -4% | i | -24% | x | -9% | 1%

Another view of some results above.
> CCCCN(C)C(=O)c1sc(=O)n(Cc2ccccc2C#N)c1C
  aSyn yeast inh: 5%	Abeta rescue: -12%	GLP1R cytotox: -2%	PTHR1 ag: i	Akt phos inh: i	GLP-1R inv ag: -11%	MmCpn inh: x	TDP43 rescue: 24%	FUS yeast rescue: 5%
> COc1ccccc1/C=C/C1C(C(=O)OCC(C)C)=C(C)N=C2SCCC(=O)N21 (stereo not given)
  aSyn yeast inh: 2%	Abeta rescue: 12%	GLP1R cytotox: -8%	PTHR1 ag: -19%	Akt phos inh: i	GLP-1R inv ag: -21%	MmCpn inh: -1%	TDP43 rescue: u	FUS yeast rescue: 33%
> C#CCNC(=O)C1=C[C@@H](c2ccc(Br)cc2)[C@H](CCCO)[C@@H](OCC)O1
  aSyn yeast inh: -4%	Abeta rescue: 7%	GLP1R cytotox: -9%	PTHR1 ag: i	Akt phos inh: i	GLP-1R inv ag: -5%	MmCpn inh: x	TDP43 rescue: u	FUS yeast rescue: 3%
> CN(C)c1ccc(C(=O)NCC(c2cccs2)N2CCOCC2)cc1 (stereo not given)
  aSyn yeast inh: -10%	Abeta rescue: -18%	GLP1R cytotox: 3%	PTHR1 ag: 5%	Akt phos inh: i	GLP-1R inv ag: 15%	MmCpn inh: 1%	TDP43 rescue: -7%	FUS yeast rescue: -6%

Remaining list, next part
compound | aSyn yeast inh | Abeta rescue | GLP1R cytotox | PTHR1 ag | Akt phos inh | GLP-1R inv ag | MmCpn inh | TDP43 rescue | FUS yeast rescue
O=C(COc1ccc(NC(=O)c2ccccc2[N+](=O)[O-])cc1)c1ccc(F)cc1 | 0% | -23% | -2% | i | i | -3% | -3% | -18% | 0%
CCOC(=O)c1cnc(-n2nc(C)cc2C)nc1NC | 8% | 23% | u | -14% | i | u | -2% | -6% | 10%
COc1ccc(N/C=C(\C#N)S(=O)(=O)c2ccc(OC)cc2)cc1 | 0% | -5% | 18% | -21% | i | 7% | 2% | -11% | 16%
OCCOCCNc1ncnc2c1cnn2-c1ccccc1 | 0% | -10% | 17% | i | i | 0% | 1% | -1% | x
Cc1cccc(CNc2ccc(C(CC(N)=O)NC(=O)c3ccccc3)cc2[N+](=O)[O-])c1 (stereo not given) | 0% | -7% | -12% | i | i | u | 2% | -1% | -1%
CN(C)CCN(Cc1ccco1)S(=O)(=O)c1csc(C(N)=O)c1 | 3% | -7% | -2% | -6% | i | 1% | -1% | -10% | 5%
CC(=O)Nc1ccc(NC(=O)c2ccccc2F)cc1 | 3% | 17% | 1% | i | i | 0% | 0% | 22% | 22%

A portion of the library. The share of hits here may be higher or lower than overall.
